# AMPAR-TARP mod: GluA2-stargazin AMPA receptor complex modulation; O88602+P19491; HEK293 GluA2+stargazin, membrane potential dye (FDSS), glutamate EC50; hits were called plate by plate, in both directions; calls only at 30 µM; actives 3.5% (n = 40,000); AID 1259245;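 active means any of four per-well response measures lying three or more SD from its plate-wide compound average, in either direction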
# Target sequence (O88602 whole entry, looked up): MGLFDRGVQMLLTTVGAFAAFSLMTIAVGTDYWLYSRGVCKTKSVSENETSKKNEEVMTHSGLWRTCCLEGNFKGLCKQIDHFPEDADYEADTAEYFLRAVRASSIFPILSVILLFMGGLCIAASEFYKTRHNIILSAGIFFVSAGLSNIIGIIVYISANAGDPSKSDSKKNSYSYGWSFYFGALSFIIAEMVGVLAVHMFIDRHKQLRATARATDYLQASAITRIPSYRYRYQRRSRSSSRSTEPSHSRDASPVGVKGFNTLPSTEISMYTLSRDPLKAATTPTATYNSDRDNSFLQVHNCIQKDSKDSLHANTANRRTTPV
# Target sequence (P19491 whole entry, looked up): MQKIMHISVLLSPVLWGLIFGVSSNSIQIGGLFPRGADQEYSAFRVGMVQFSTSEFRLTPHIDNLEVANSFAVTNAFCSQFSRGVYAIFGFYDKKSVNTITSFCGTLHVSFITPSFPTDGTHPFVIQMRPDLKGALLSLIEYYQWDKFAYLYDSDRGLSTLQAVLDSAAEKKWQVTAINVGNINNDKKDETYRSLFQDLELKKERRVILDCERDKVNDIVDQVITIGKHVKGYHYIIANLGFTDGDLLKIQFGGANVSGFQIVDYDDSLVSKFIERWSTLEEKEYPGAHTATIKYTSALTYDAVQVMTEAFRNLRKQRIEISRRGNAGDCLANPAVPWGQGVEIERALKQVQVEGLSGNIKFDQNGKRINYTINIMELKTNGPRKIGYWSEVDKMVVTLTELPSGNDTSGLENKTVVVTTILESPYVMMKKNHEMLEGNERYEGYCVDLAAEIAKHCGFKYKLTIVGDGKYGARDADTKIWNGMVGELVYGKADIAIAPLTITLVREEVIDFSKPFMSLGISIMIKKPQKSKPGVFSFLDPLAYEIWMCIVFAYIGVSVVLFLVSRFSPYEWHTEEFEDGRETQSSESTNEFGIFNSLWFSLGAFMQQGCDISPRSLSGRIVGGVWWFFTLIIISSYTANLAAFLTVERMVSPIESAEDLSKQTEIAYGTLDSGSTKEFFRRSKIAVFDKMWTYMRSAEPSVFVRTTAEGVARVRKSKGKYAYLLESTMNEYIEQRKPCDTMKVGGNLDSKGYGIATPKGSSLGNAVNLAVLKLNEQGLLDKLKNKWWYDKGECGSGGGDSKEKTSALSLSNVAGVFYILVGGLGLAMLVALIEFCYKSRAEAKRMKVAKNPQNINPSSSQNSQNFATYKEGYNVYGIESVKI
# AMPAR-TARP mod agonism max-min: recorded beside AMPAR-TARP mod, whose call it bears; compound max-min signal; compound-alone response (agonism);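 unitless range of fluorescence divided by baseline over first 100 seconds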
# AMPAR-TARP mod glutamate slope: further read-out of AMPAR-TARP mod, marked with its call; glutamate slope, % of max; measured here: glutamate response slope, % max;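 scaled per plate between vehicle wells and maximal 1 mM glutamate control wells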
# Starred values were filed as active, the others as inactive; i = inactive; + = active, no number; & = joins results of further samples. An excerpt. The share of hits here may be higher or lower than overall.
SMILES,AMPAR-TARP mod,AMPAR-TARP mod agonism max-min,AMPAR-TARP mod glutamate slope
COc1ccccc1NC(=O)c1ccc(S(=O)(=O)N(C)C2CCCCC2)cc1,i,0.11,59
CCN1CCN(C2(C#N)CCCCC2)CC1,i,0.038,49
Cc1c(C)n2c3c(=O)n(C)c(=O)n(C)c3nc2n1-c1ccccc1OCc1ccccc1,i,0.041,32
CC1CCN(c2oc(-c3ccc(S(=O)(=O)N(C)Cc4ccccc4)cc3)nc2C#N)CC1,i,0.12,78
COc1ccc(S(=O)(=O)N2CCOC23CCN(C(=O)Nc2cccs2)CC3)cc1,i,0.12,32
Cc1ccccc1C(=O)Nc1nonc1-c1ccccc1,i,0.098,61
Cc1cn2c3c(=O)n(Cc4ccccc4)c(=O)n(C)c3nc2n1-c1ccccc1O,i,0.16,63
O=C(CNC(=O)c1ccccc1)NCCCS(=O)(=O)N1CCN(c2ccccc2)CC1,i,0.14,82
O=C(CSc1nc(=O)n(CC2CCCO2)c2c1CCC2)NC1CCCC1 (centres undefined),i,0.067,59
CN1CCN(c2ccc(NC(=O)COc3ccccc3Cl)cc2)CC1,i,0.042,43
Cn1c(SCC(=O)NC2CCCCC2)nnc1-c1c[nH]c2ccccc12,i,0.034,31
COc1ccc(-c2csc(CN3CCN(C(=O)c4ccc(=O)[nH]c4)CC3)n2)cc1,i,0.13,64
Cc1ccc2c(c1)C(O)(CC(=O)c1ccc3c(c1)OCCO3)C(=O)N2 (centres undefined),i,0.067,32
CCOc1ccc(-c2ccc(=O)n(CCNS(=O)(=O)c3ccccc3Cl)n2)cc1,i,0.035,55
Cc1ccn2c(=O)c(NC(=O)NC3CCCCC3)c(C)nc2c1,i,0.099,67
CCSCCOC(=O)C1=C(C)NC(=O)NC1c1cccc(OC)c1 (centres undefined),i,0.079,33
Cc1ccc(C(=O)N2CCN(S(=O)(=O)c3cc4c5c(c3)CCN5C(=O)CC4)CC2)cc1,i,0.13,72
COc1ccc2sc(N(CCN3CCOCC3)C(=O)c3ccc(Cl)s3)nc2c1,i,0.069,38
Cn1nnc2c(N3CCN(C(=O)c4c(F)cccc4Cl)CC3)ncnc21,i,0.06,21
O=S(=O)(NCc1ccc2c(c1)OCO2)N1CCOCC1,i,0.092,57
CNC(=O)Cc1ccc(NC(=O)c2ccc(C(F)(F)F)cc2)cc1,i,0.087,57
CCOC(=O)c1coc(NC(=O)Nc2cccs2)n1,i,0.11,65
Cc1cc(Br)ccc1NC(=O)Cc1csc(Nc2ccc(Cl)cn2)n1,i,0.13,52
CN(C1CCCC1)S(=O)(=O)c1ccc(C(=O)Nc2nnc(-c3ccccc3)o2)cc1,i,0.095,63
NC(=O)c1ccc(NC(=O)CN2C(=O)c3ccccc3S2(=O)=O)cc1,i,0.11,57

# Additional structures follow:
SMILES,AMPAR-TARP mod,AMPAR-TARP mod agonism max-min,AMPAR-TARP mod glutamate slope
O=C(CN1C(=O)c2ccccc2S1(=O)=O)NCc1ccc2c(c1)OCO2,i,0.08,50
COc1ccc(C)cc1NC(=O)c1cc(-c2cccs2)nc2c1c(C)nn2C1CCS(=O)(=O)C1 (centres undefined),i,0.064,31
COCCN1CCC(CNC(=O)c2cc(OC)c(OC)c(OC)c2)CC1,i,0.073,53
CCOc1ccccc1N1C(=O)/C(=C\c2cc(OC)c(OC)c(OC)c2)SC1=S,i,0.091,52
CCSc1nnc(NC(=O)C2CCCN(c3ccc(-n4nc(C)cc4C)nn3)C2)s1 (centres undefined),i,0.085,67
NS(=O)(=O)c1ccc(NC(=O)c2ccc(=O)n(Cc3cccc([N+](=O)[O-])c3)c2)cc1,i,0.055,52
CN(C1CC1)S(=O)(=O)c1ccc(C(=O)Nc2sc3c(c2C(N)=O)CCCCC3)cc1,i,0.099,79
COc1ccc(CC(=O)NCC(O)(c2ccccc2)C(F)(F)F)cc1OC (centres undefined),i,0.11,56
COCCn1c(=O)c2c(nc3n2CC(C)CN3c2ccc(Br)cc2)n(C)c1=O (centres undefined),+,0.054*,51*
Cc1cc(C)cc(C(=O)Nc2ccc(S(=O)(=O)N3CCN(c4cnccn4)CC3)cc2)c1,i,0.13,46
Cc1nc(NCCCn2ccnc2)nc(NCc2ccccc2)c1[N+](=O)[O-],i,0.16,61
COC(=O)C(C)Sc1nc(C2CC2)nc2c1c(=O)n(C)c(=O)n2C (centres undefined),i,0.071,64
O=C(Cc1cccs1)NNC(=O)c1cccn(Cc2ccc(Cl)c(Cl)c2)c1=O,+,0.15*,21*
COC(=O)c1sccc1S(=O)(=O)N1CCN(Cc2ccccc2)CC1,i,0.047,38
CCn1nccc1C(=O)N(CCCN1CCOCC1)c1nc2ccc(C)cc2s1,i,0.1,58
COC(=O)c1ccc(NC(=O)c2ccc(=O)[nH]n2)cc1,i,0.098,64
O=S(=O)(c1cccc(-c2nnc(-c3ccc(Br)cc3)o2)c1)N1CCCCC1,i,0.066,45
Nc1nc(SCc2nnc(Nc3ccccc3)s2)nc2sc3c(c12)CCC3,i,0.098,50
O=C(NC1CCCCC1)N(CCCO)CC(O)Cn1c2ccccc2c2ccccc21 (centres undefined),i,0.095,57
CC(OC(=O)c1ccc2ccccc2n1)C(=O)c1ccc(F)cc1 (centres undefined),i,0.066&0.049,59&106
CC12CC3(C)CC(C)(C1)CC(CC(=O)O)(C2)C3,i,0.047,31
Cn1c(-c2cccs2)nn(CCNC(=O)c2ccc(N3C(=O)CCC3=O)cc2)c1=O,i,0.13,70
O=C(CSc1nc2sc3c(c2c(=O)n1-c1ccccc1)CCC3)Nc1ccc2c(c1)OCCO2,i,0.079,39
CCc1ccc(NC(=O)C(=O)NCC2(O)CCCC2)cc1,i,0.087,56
Cc1ccc(N2C(=O)CCS2(=O)=O)cc1S(=O)(=O)NCCc1c[nH]c2ccccc12,i,0.079,52

# Other structures:
SMILES,AMPAR-TARP mod,AMPAR-TARP mod agonism max-min,AMPAR-TARP mod glutamate slope
COc1ccc(OC)c(NC(=O)CSc2ncnc3sc(C)cc23)c1,i,0.12,61
CSc1ccccc1NS(=O)(=O)c1cc2c3c(c1)CCC(=O)N3CCC2,i,0.085,59
O=C(c1ccccc1)c1ccc(OCC(O)CNc2ccc(F)cc2)cc1 (centres undefined),+,0.15*,48*
COCCCNC(=O)c1ccc(Cn2c(=S)[nH]c3ccc(Br)cc3c2=O)cc1,i,0.12,79
CCc1cc2c(C)cc(=O)oc2cc1OCc1ccc(OC)cc1,i,0.044,52
COc1cc(NC(=O)C2Nc3cc(F)ccc3S(=O)(=O)N2)cc(OC)c1OC (centres undefined),i,0.085,64
Cn1cnc2cc(OC(=O)c3ccc(=O)[nH]n3)ccc21,+,0.28*,52*
COc1cccc(OCC(=O)Nc2ccc(OC)c(N3CCCCC3=O)c2)c1,i,0.048,44
O=C(c1nc(-c2cnccn2)no1)N1CCC(Cc2ccccc2)CC1,i,0.12,83
COc1ccc(CC(=O)Nc2sc3c(c2C(N)=O)CCN(C)C3)cc1,i,0.12,64
COc1ccc(OC)c(S(=O)(=O)Nc2ccc(C)c(N3CCCCC3=O)c2)c1,i,0.042,41
O=C(c1ccc2c(=O)nc3c(-c4ccccc4F)n[nH]n3c2c1)N1CCN(c2ccccc2)CC1,i,0.11,63
Cc1ccc(C(CNC(=O)c2ccc(C)c(C)c2)N2CCOCC2)cc1 (centres undefined),i,0.036,54
O=C(CSc1nc2ccccc2c(=O)n1NC(=O)Cc1ccccc1)NCc1ccccc1Cl,i,0.061,42
CCOc1ccc(C)cc1S(=O)(=O)Nc1ccc2c(c1)N(C(=O)C(C)(C)C)CC2,i,0.083,55
Cc1c(Cl)cccc1S(=O)(=O)NCC1CCN(C(=O)Oc2ccccc2)CC1,i,0.14,56
C/C=C/Cn1c(N/N=C/C(Br)=C/c2ccccc2)nc2c1c(=O)[nH]c(=O)n2C,i,0.031,38
COC(=O)c1ccc(NC(=O)Cc2csc(Nc3ccccc3)n2)cc1,i,0.099,62
COc1cc(/C=C/C(=O)N2CCCCCC2)ccc1OCc1ccccc1,i,0.062&0.072,65&93
O=C(CSc1nncc2ccccc12)NCCc1ccccc1,i,0.11,52
COc1ccc(Br)c(C(=O)NCC2CCN(C(=O)Oc3ccccc3)CC2)c1,i,0.035,28
Cc1ccc(N2CC(C(=O)NCC(O)(c3ccco3)C3CC3)CC2=O)cc1C (centres undefined),i,0.09,67
CCc1cc(=O)[nH]c(-n2nc(C3CC3)cc2NC(=O)COc2cccc3c2OC(C)(C)C3)n1,i,0.089,75
CCCOc1cc(S(=O)(=O)NCC2CCCO2)ccc1Cl (centres undefined),i,0.13,58
O=C(CCc1csc(NS(=O)(=O)c2ccccc2)n1)N1CCN(c2ccccc2F)CC1,i,0.1,55

# Continued.
SMILES,AMPAR-TARP mod,AMPAR-TARP mod agonism max-min,AMPAR-TARP mod glutamate slope
CC1CCc2cc(F)ccc2N1C(=O)c1cc2cccnc2n(C)c1=O (centres undefined),i,0.044,51
CCCCNC(=O)/C(C#N)=C1\N=C(NC(=O)c2ccc(OC)c(OC)c2)c2ccccc21,i,0.17,49
O=S(=O)(NCC1CCN(C2CCCC2)CC1)c1ccc(F)cc1F,i,0.034,62
O=C(Nc1ccc2c(c1)OCO2)N1CCN(C(=O)c2cnn3ccccc23)CC1,i,0.093,60
COc1ccc(C(=O)Nc2cc(C)nn2-c2nc3c(cnn3-c3ccc(C)c(C)c3)c(=O)[nH]2)cc1OC,i,0.062,58
CS(=O)(=O)N1CCC(C(=O)NCCCn2nc(-c3ccncc3)ccc2=O)CC1,i,0.1,65
CCCn1c(=O)c2c(nc3n2CCCN3c2ccc(OCC)cc2)n(C)c1=O,i,0.11,60
Cc1c(C(=O)NCc2ccc3c(c2)OCO3)c(C(F)(F)F)nn1C(C)C,i,0.09,69
CCCOc1ccc(/C=C/C(=O)Nc2cccc(OC)c2)cc1,i,0.069,59
Cc1ccc(-n2ncc3c(=O)n(CC(=O)N4CCC(C)CC4)cnc32)cc1C,i,0.055,62

# Some of these compounds in order of SMILES length, rising.
SMILES,AMPAR-TARP mod,AMPAR-TARP mod agonism max-min,AMPAR-TARP mod glutamate slope
O=C(CSc1nncc2ccccc12)NCCc1ccccc1,i,0.11,52
CCCOc1cc(S(=O)(=O)NCC2CCCO2)ccc1Cl (centres undefined),i,0.13,58
CCCOc1ccc(/C=C/C(=O)Nc2cccc(OC)c2)cc1,i,0.069,59
O=S(=O)(NCC1CCN(C2CCCC2)CC1)c1ccc(F)cc1F,i,0.034,62
COc1cc(/C=C/C(=O)N2CCCCCC2)ccc1OCc1ccccc1,i,0.062&0.072,65&93
O=C(c1nc(-c2cnccn2)no1)N1CCC(Cc2ccccc2)CC1,i,0.12,83
Cc1ccc(C(CNC(=O)c2ccc(C)c(C)c2)N2CCOCC2)cc1 (centres undefined),i,0.036,54
COc1cccc(OCC(=O)Nc2ccc(OC)c(N3CCCCC3=O)c2)c1,i,0.048,44
CCCn1c(=O)c2c(nc3n2CCCN3c2ccc(OCC)cc2)n(C)c1=O,i,0.11,60
Cc1c(C(=O)NCc2ccc3c(c2)OCO3)c(C(F)(F)F)nn1C(C)C,i,0.09,69
Cc1c(Cl)cccc1S(=O)(=O)NCC1CCN(C(=O)Oc2ccccc2)CC1,i,0.14,56
COc1cc(NC(=O)C2Nc3cc(F)ccc3S(=O)(=O)N2)cc(OC)c1OC (centres undefined),i,0.085,64
CS(=O)(=O)N1CCC(C(=O)NCCCn2nc(-c3ccncc3)ccc2=O)CC1,i,0.1,65
O=C(CSc1nc2ccccc2c(=O)n1NC(=O)Cc1ccccc1)NCc1ccccc1Cl,i,0.061,42
O=C(CCc1csc(NS(=O)(=O)c2ccccc2)n1)N1CCN(c2ccccc2F)CC1,i,0.1,55
CCOc1ccc(C)cc1S(=O)(=O)Nc1ccc2c(c1)N(C(=O)C(C)(C)C)CC2,i,0.083,55
C/C=C/Cn1c(N/N=C/C(Br)=C/c2ccccc2)nc2c1c(=O)[nH]c(=O)n2C,i,0.031,38
CCCCNC(=O)/C(C#N)=C1\N=C(NC(=O)c2ccc(OC)c(OC)c2)c2ccccc21,i,0.17,49
O=C(c1ccc2c(=O)nc3c(-c4ccccc4F)n[nH]n3c2c1)N1CCN(c2ccccc2)CC1,i,0.11,63
COc1ccc(C(=O)Nc2cc(C)nn2-c2nc3c(cnn3-c3ccc(C)c(C)c3)c(=O)[nH]2)cc1OC,i,0.062,58

# Source: PubChem (Vanderbilt High Throughput Screening Facility)
